RGS4 inhibitor: Inhibitors of Regulator of G Protein Signaling (RGS) 4: qHTS; Regulator of G-protein signaling 4 (Homo sapiens), P49798; Transcreener GDP fluorescence polarization, RGS4-accelerated GTP hydrolysis; AID 504845, 2011; hit rate 0.039% among 390,000; Potency, µM (doses to about 114 µM), inactives show top-dose activity change, negative = inhibition, actives largely listed as inhibitors; also: potency is read from the fitted curve at half-maximal effect; % is scaled to controls: 0 for no effect and ±100 for the full control effect; nearly all actives have a fitted effect of over 75% in size; some results filed as inactive show a strong effect at the top dose
Target sequence (P49798 whole entry, looked up): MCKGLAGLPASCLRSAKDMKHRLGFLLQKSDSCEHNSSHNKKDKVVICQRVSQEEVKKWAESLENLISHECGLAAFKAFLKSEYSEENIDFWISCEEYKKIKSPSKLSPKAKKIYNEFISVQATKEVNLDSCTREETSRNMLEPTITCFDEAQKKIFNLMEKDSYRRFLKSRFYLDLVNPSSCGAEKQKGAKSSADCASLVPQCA
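MLSMR compounds (23 nl, pin-transferred) preincubated 10 min at room temperature with a 500nM (2x) first reagent, then RGS4 at 900nM (2x) plus Transcreener GDP mix added; fluorescence polarization (620/688 nm) read before and after 90 min at 30 °C.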
LDHA inh: qHTS assay for inhibitors of human lactate dehydrogenase; L-lactate dehydrogenase A chain (Homo sapiens), P00338; purified LDHA, NADH/diaphorase-resazurin fluorescence; active compounds read low; activity change, % (values are at about 110 or 230 µM); hit rate 0.15% among 480,000; AID 1347041, 2019; in the data active = activity change below about -30%; inconclusive = mostly about -25% to -30%;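 also: plate controls were DMSO wells for no effect and wells without enzyme for full effect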
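Resorufin fluorescence (ex540/em590), read at 0 and 20 min after diaphorase/resazurin addition, reports the NADH left after a 5 min room-temperature reaction of 2 nM human LDH5 with 0.06 mM NADH and 0.2 mM pyruvate.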
Vif-A3F inh: qHTS for Inhibitors of Vif-A3F Interactions: qHTS; Potency, µM (doses to about 46.1 µM), without a hit: at the highest dose activity, negative = active; HeLa A3F-eYFP + Vif (tagged APOBEC3F with the HIV-1 protein that degrades it), YFP fluorescence increase; hit rate 0.2% among 390,000; also: potency is read from the fitted curve at half-maximal effect; % of control where 0% means no effect; nearly all actives have a fitted effect of over 65% in size
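HeLa cells stably expressing A3F-eYFP plus Vif, plated and incubated overnight at 37 deg C, then exposed to compounds overnight at 37 deg C. Blocked degradation read as raised yellow fluorescence (Ex 488/Em 500-530).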
Vif-APOBEC3G blk: qHTS for Inhibitors of Vif-A3G Interactions: qHTS; DNA dC->dU-editing enzyme APOBEC-3G (Homo sapiens), Q9HC16; HeLa A3G-eYFP + Vif (tagged APOBEC3G with the HIV-1 protein that degrades it), YFP fluorescence, overnight; Potency, µM (highest dose often 46.1 µM), for inactives: at the top dose activity, negative = active, usual class: inhibitors; hit rate 0.076% among 410,000; AID 602310, 2012;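 also: potency is read from the fitted curve at half-maximal effect; % is scaled to controls: 0 for no effect and ±100 for the full control effect; nearly all actives have a fitted effect of over 60% in size; hits raise eYFP signal because A3G escapes Vif-driven loss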
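Read-out is eYFP fluorescence (Ex 488/Em 500-530) from Vif-expressing HeLa A3G-eYFP cells; more signal means A3G escaped Vif-mediated degradation. Cells plated overnight, compound pinned in, incubated overnight at 37 deg C.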
USP1-UAF1 inh: Inhibitors of USP1/UAF1: Primary Screen; recombinant USP1/UAF1, Ub-Rhodamine cleavage fluorescence; Potency, µM (series often up to 57.1 µM), without a hit: top-dose activity change, negative = inhibition, most hits filed as inhibitors; hit rate 0.23% among 390,000; also: potency is read from the fitted curve at half-maximal effect; % is scaled to controls: 0 for no effect and ±100 for the full control effect; nearly all actives have a fitted effect of over 60% in size; inactives centre near -12
Target sequence (O94782 whole entry, looked up): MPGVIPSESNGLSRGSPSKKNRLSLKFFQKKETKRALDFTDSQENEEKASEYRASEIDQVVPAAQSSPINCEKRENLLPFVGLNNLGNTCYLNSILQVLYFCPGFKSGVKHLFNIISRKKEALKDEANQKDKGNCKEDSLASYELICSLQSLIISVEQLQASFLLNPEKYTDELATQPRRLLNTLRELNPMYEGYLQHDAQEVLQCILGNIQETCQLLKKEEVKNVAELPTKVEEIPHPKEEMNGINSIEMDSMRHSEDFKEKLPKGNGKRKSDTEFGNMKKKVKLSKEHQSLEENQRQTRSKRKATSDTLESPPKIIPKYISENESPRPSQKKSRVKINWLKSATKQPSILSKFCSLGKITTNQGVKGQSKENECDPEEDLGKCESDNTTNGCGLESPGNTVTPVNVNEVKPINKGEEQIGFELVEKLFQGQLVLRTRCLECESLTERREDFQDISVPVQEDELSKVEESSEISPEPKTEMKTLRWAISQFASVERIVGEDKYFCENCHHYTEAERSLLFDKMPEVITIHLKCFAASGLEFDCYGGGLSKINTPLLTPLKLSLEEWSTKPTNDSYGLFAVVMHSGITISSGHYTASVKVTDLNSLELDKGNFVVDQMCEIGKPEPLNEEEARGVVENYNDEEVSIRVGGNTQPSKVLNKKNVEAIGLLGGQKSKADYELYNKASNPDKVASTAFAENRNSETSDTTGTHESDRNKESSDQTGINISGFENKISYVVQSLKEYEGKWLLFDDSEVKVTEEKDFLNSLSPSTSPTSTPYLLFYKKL
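1 nM enzyme complex + cpd, 15 min RT; start with Ub-Rho 150nM final; kinetic fluorescence ex 480/em 540, 6 reads q60 s. Buffer 50mM HEPES pH 7.8, 0.5mM EDTA, 0.1 mg/ml BSA, 1mM TCEP, 0.01% Tween-20.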
GRP78 ERSR act: qHTS for Inducers of the Endoplasmic Reticulum Stress Response (ERSR) in Human Glioma: qHTS. U87-MG GRP78 promoter luciferase reporter, 16 h. Potency, µM, for inactives: at the highest dose activation, hits mostly activators. hit rate 0.02% among 420,000. AID 602332, 2012; also: potency is read from the fitted curve at half-maximal effect; series mostly up to about 76 µM; % of control where 0% means no effect; nearly all actives have a fitted effect of over 35% in size
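ERSR induction read as luciferase luminescence (Bright-Glo, 10 min at room temperature) in stably transfected human U87-MG glioma cells exposed to compounds for 16 h, using GRP78 as sensor.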
TrxR1 inh: qHTS Assay for Inhibitors of Mammalian Selenoprotein Thioredoxin Reductase 1 (TrxR1): qHTS; Thioredoxin reductase 1, cytoplasmic (Rattus norvegicus), O89049; recombinant rTrxR1, NADPH fluorescence consumption, selenite substrate; Potency, µM (top dose mostly 114 µM), for inactives: top-dose activity change, negative = inhibition, actives largely listed as inhibitors; hit rate 1% among 390,000; AID 588453, 2011; also: potency is read from the fitted curve at half-maximal effect; % is scaled to controls: 0 for no effect and ±100 for the full control effect; nearly all actives have a fitted effect of over 65% in size
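Rat TrxR1 (90 nM in the dispensed reagent) was pre-reduced with 400 uM NADPH for 5 min at room temperature, then incubated with compound for 15 min. After 400 uM selenite was added, NADPH fluorescence (Ex 340/Em 450 nm) was followed for 8 min.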
IDH1 R132H inh: qHTS for Inhibitors of mutant isocitrate dehydrogenase 1 (IDH1): qHTS. Isocitrate dehydrogenase [NADP] cytoplasmic (Homo sapiens), O75874. IDH1-R132H enzyme, NADPH consumption, diaphorase/resazurin fluorescence. Potency, µM (titrated, usually from 76.6 µM), for inactives: at the top dose activity change, negative = inhibition, actives largely listed as inhibitors. hit rate 0.093% among 390,000. AID 602179, 2012; also: potency is read from the fitted curve at half-maximal effect; % is scaled to controls: 0 for no effect and ±100 for the full control effect; nearly all actives have a fitted effect of over 65% in size
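IDH1-R132H (0.5 ug/mL dispensed) in pH 7.5 Tris buffer was preincubated 30 min with compound, then given a substrate mix of 0.016 mM NADPH and 2 mM alpha-KG for 80 min at room temperature; remaining NADPH was read by diaphorase/resazurin fluorescence.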
TrxR1 substrate: qHTS Assay for Substrates of Mammalian Selenoprotein Thioredoxin Reductase 1 (TrxR1): qHTS | purified TrxR1 substrate turnover, NADPH consumption readout | Thioredoxin reductase 1, cytoplasmic (Rattus norvegicus), O89049 | hit rate 0.01% among 390,000 | Potency, µM (highest dose often 114 µM), for inactives: at the highest dose activity change, negative = substrate turnover; also: potency is read from the fitted curve at half-maximal effect; % is scaled to controls: 0 for no effect and ±100 for the full control effect; nearly all actives have a fitted effect of over 50% in size
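Rat TrxR1, dispensed at 90 nM, was prereduced with 400 uM NADPH (final) for 5 min at ~22 deg C, then incubated with compound 15 min before 400 uM selenite. A first-read NADPH fluorescence drop versus no-compound background flagged substrates.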
Starred values were filed as active, the others as inactive; ? = inconclusive; · = not tested or not shown; & = joins results of further samples; ! = a repeat was not active; [ ] = another dose, or the depositor's remark. Unless noted, calls follow the shape of the dose curve; as a rule, active = well fitted curve in the direction sought with a large enough effect; inconclusive = small, poorly fitted or top-dose-only effect, or another doubt; inactive = no such curve, though single readings can be large; an effect the other way counts as inactive or inconclusive. Not all compounds are listed (hit frequency here may not be typical).

SMILES | RGS4 inhibitor | LDHA inh | Vif-A3F inh | Vif-APOBEC3G blk | USP1-UAF1 inh | GRP78 ERSR act | TrxR1 inh | IDH1 R132H inh | TrxR1 substrate
O=c1cc(-c2ccccc2)[nH]c2ccc(F)cc12 | 3% | -4 | -7% | ? | -27% | 4%&4% | 5%[57.1 µM] | 2% | 10%[57.1 µM]
CCc1nnc(NC(=O)CSc2nnc(C)n2Cc2ccccc2)s1 | 9% | -2 | -6% | 0% | -2% | -9% | -8% | 1% | -4%
Cn1c(=O)c2ncn(CC(=O)NCCOc3ccc(C(C)(C)C)cc3)c2n(C)c1=O | -13% | -16 | 4% | 0% | -1% | 1% | -12% | 3% | -10%
CC1Sc2ccccc2N(CC(=O)N(C(C)C)C(C)C)C1=O (stereo unspecified) | 5% | -9 | · | 1% | 5% | 0% | -1% | -2% | -5%
Cc1ccc(C(=O)N/N=C2\SCC(=O)N2c2cc(C)ccc2C)cc1 | -14% | -3 | -1% | -5% | -19% | -6% | -1% | 4% | -2%
Cc1nc(C)c(-c2ccc(SCC(=O)Nc3cccc(Cl)c3)nn2)s1 | -11% | -7 | 3% | 1% | -9% | -2% | 12% | -15% | -2%
Cc1cc(Cl)ccc1NC(=O)C1COc2ccccc2O1 (stereo unspecified) | -11% | -12 | -1% | 0% | -18% | 4% | -10% | -14% | -10%
O=C(COC(=O)[C@@H]1CCCN1S(=O)(=O)c1ccccc1F)NCc1ccc2c(c1)OCO2 | 2% | -3 | 3% | 2% | -12% | -2% | 23% | -8% | 2%
COCCNc1nc(-c2ccccc2)nc2c1oc1ccccc12 | 1% | -2 | -39% | -1% | -27% | -5% | 20%[57.1 µM] | 0% | 12%[57.1 µM]
Cc1ccc(-n2ccnc2SCC(=O)O)c(C)c1 | 2% | 1 | 4% | 6% | -14% | -2% | 4%[11.4 µM] | 3% | -5%[11.4 µM]
Cc1occc1C(=O)Nc1ccc2ccccc2c1 | -17% | 6 | -9% | 0% | -24% | -4% | 9%[57.1 µM] | 6% | -23%[57.1 µM]
O=S(=O)(CCSc1ccc(C(F)(F)F)cn1)c1ccccc1 | -14% | 2 | 3% | 0% | -28% | 0% | 27% | 10% | 1%
CC(C)(C)c1ccc(OCC(=O)NNC(=S)NC(=O)c2ccco2)c(Br)c1 | ? | -4 | -21% | -5% | -17% | -6% | -27% | 3% | -6%
CCn1cc(C(=O)O)c(=O)c2cc(F)c(N3CCN(C(=S)NC(=O)c4ccccc4C)CC3)cc21 | -10% | 4 | -4% | -2% | -10% | -2% | 4% | -1% | 37%[activator]
Cc1ccc(CN2CCN(Cc3cccc4c3OCO4)CC2CCO)cc1 (stereo unspecified) | 21% | -4 | 7% | 0% | -14% | -5% | 2% | -6% | -1%
CN1CCN(CC(=O)c2cc(C(C)(C)C)c(O)c(C(C)(C)C)c2)CC1 | ? | -3 | 12% | 0% | -7% | -2% | 13%[57.1 µM] | 4% | -12%
CCOC(=O)N1CCc2c(sc(NCc3ccc(N(C)C)cc3)c2C(=O)Nc2ccccc2OCC)C1 | ? | 7 | -5% | -27% | -11% | -2% | -1%[57.1 µM] | -27% | -7%[57.1 µM]
CCCCSc1cc(=O)[nH]c(N)n1 | 21% | -11 | -2% | 0% | -1% | 2% | 23% | 2% | 0%
CN(CCc1ccccc1)C(=O)c1cccc(NC(=O)Cc2cccc(NC(=O)C3CCN(C(=O)c4ccccc4)CC3)c2)c1 | -12% | 0 | -6% | 2% | -27% | -3% | 40%[activator] | 0%[38.3 µM] | 10%
COc1ccccc1-n1cnc2cc(NC(=O)c3ccco3)ccc21 | -10% | -1 | -4% | ? | -22% | 2% | -19% | 1% | -7%
Cn1c(=O)c2c(-c3ccc(C(C)(C)C)cc3)n(CC3CCCO3)cc2n(C)c1=O (stereo unspecified) | -5% | 4 | 1% | 2% | -5% | 3% | ? | 0% | 7%
Nc1c(-c2ccc(F)cc2)cnn1C1CCS(=O)(=O)C1 (stereo unspecified) | 0% | 0 | -16% | -6% | 7% | -1% | 5% | -1% | -9%[11.4 µM]
COC(=O)c1sccc1NC(=O)CC1C(=O)NCCN1C(=O)Nc1ccc(OCc2ccccc2)cc1 (stereo unspecified) | 6% | 1 | 0% | 0% | -13% | -1% | 4% | 5% | 0%
CC12CCC(=O)N1C(C(=O)OCC(=O)Nc1cccc(Br)c1)CS2 (stereo unspecified) | -6% | 0 | -3% | 0% | -17% | -2% | 16% | -1% | -5%
Cc1ccc(S(=O)(=O)N2CCN(C(=O)c3ccc(N4CCC(C)CC4)c([N+](=O)[O-])c3)CC2)cc1 | -29% | -4 | -6% | -1% | -6% | -1% | -16% | 3% | -16%
Carrying on.
SMILES | RGS4 inhibitor | LDHA inh | Vif-A3F inh | Vif-APOBEC3G blk | USP1-UAF1 inh | GRP78 ERSR act | TrxR1 inh | IDH1 R132H inh | TrxR1 substrate
Cc1n[nH]c(=O)nc1N1CCc2ccccc2C1 | 7% | -2 | 1% | 1% | -14% | 1% | -9% | -2% | -12%
COc1cc(SC)ccc1C(=O)Nc1c(Cl)cncc1Cl | 16% | -17 | 6% | -3% | -15% | 0% | 11%[57.1 µM] | 3% | 0%[57.1 µM]
Nc1nc(-c2cccs2)c(-c2cccs2)s1 | 12% | 1 | 3% | ? | -18% | 2% | -7% | 8% | 0%
Cc1ccc(CNC(=O)c2ccc3c(c2)c(C)c(C)n3Cc2ccc(Cl)cc2)o1 | -16% | 3 | 3% | 0% | -18% | 1% | 30%[57.1 µM] | -9% | 6%[57.1 µM]
O=C(Cc1n[nH]c(=O)c2ccccc12)Nc1cc(Cl)ccc1-n1cncn1 | 6% | 4 | 1% | -5% | -4% | -2% | -3%[57.1 µM] | 1% | -4%[57.1 µM]
COc1ccc(CCN(C)C(=O)C2CCN(Cc3cccc(OC)c3OC)CC2)cc1OC | 0% | -17 | 4% | -2% | -20% | -4% | 8%[57.1 µM] | 21% | 5%[57.1 µM]
CCOc1ccc2oc(=O)cc(CN3CCN(c4ccccc4)CC3)c2c1 | 31% | -30*! | 9% | 6% | -15% | -1% | 9% | 15% | -6%
COc1ccc(CNC(=O)CCSc2nc(-c3ccc4c(c3)OCO4)cc(C(F)(F)F)n2)cc1 | -9% | -2 | 0% | -1% | -7% | -7% | 113%[activator][57.1 µM] | 5% | 99%[activator][57.1 µM]
Cc1ccc(NCC(=O)N=Nc2c(O)[nH]c3ccc([N+](=O)[O-])cc23)cc1 | 2% | 23 | ? | -7% | -9% | 40µM* | 5% | 0% | -6%
Cc1ccccc1NCCC(=O)Nc1ccc(Cl)cc1 | -11% | 2 | 12% | 3% | -14% | 2% | 20% | 12% | 1%
COc1ccc(NC(=O)CSc2nncc(=O)n2N)cc1OC | 4% | -3 | -8% | -1% | -9% | 0% | 8% | -2% | 1%
COc1ccc(NC(=O)CSc2c3c(nc4cc(Cl)ccc24)CCCC3)cc1OC | -1% | -4 | -6% | ? | -10% | -13% | -14% | 1% | -10%
CCN(CC)c1nc(C#N)nc(N(CC)CC)n1 | -22%&19% | 1&-3 | -2% | 0%&5% | -18% | 1%&-3% | 0%&-16% | 3% | 1%&-15%
CC(=O)N1CCN(C(=O)COC(=O)COc2c(C)cc(C)cc2C)CC1 | -10% | 0 | 3% | 2% | -13% | -1% | -5% | 7% | -2%
COc1ccc(/C=C2/C(=O)OCc3cc(OC)c(OC)cc32)c(OC)c1 | ? | -1 | -2% | ? | -22% | -1% | 16%[57.1 µM] | 1% | -10%
CC(=O)N1c2nc(C(C)C)nn2C2(CCCCC2)[C@@H]2CCCC[C@@H]21 | 0% | -2 | 4% | 0% | -6% | -5% | 46%[activator] | -5% | 10%
CSc1nc(C)cc(OCC(=O)N2CCOCC2)n1 | 22% | -3 | 6% | 0% | -19% | -4% | -3% | -3% | -8%
O=C(C1CC1)N1CCN(S(=O)(=O)c2ccc3c(c2)OCCO3)CC1 | -8% | -3 | -1% | -5% | -7% | -5% | 4%[57.1 µM] | -18% | -1%[57.1 µM]
C/C(CC(=O)Nc1ccc(F)cc1)=N\NC(=O)c1ccccn1 | -1% | -1 | -3% | 0% | -16% | -3% | -61% | 5% | 6%[57.1 µM]
